# TEAD-YAP block: TEAD-YAP interaction inhibition, primary screen, TEAD-YAP interaction inhibitor project, luminescence, HEK-TIYL cells; TEAD-Gal4/YAP UAS-luciferase luminescence; hit rate 1.4% among 640,000; inhibition, % at 9.12 µM; AID 1259422, 2018; in the data active = inhibition above about 32%;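 note: 0% = median of test compound wells and 100% = reference inhibitor wells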
# MITF primary: MITF inhibitors, primary screen, biochemical, AlphaScreen, human | AlphaScreen MITF homodimerization, bead proximity signal | inhibition, % at 2.6 µM | AID 1259374, 2018 | Microphthalmia-associated transcription factor (Homo sapiens), O75030 | hit rate 0.91% among 650,000; in the data active = inhibition above about 50%;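 note: 0% = vehicle wells with protein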
# GPR151 ag: activators of human GPR151, primary screen, cell-based, PathHunter beta-arrestin, luminescence | G-protein coupled receptor 151 (Homo sapiens), Q8TDV0 | activation, % at 11.2 µM | PathHunter beta-arrestin GPR151 cells | AID 1508602, 2020 | hit rate 1% among 650,000; in the data active = activation above about 4.9%;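 note: 0% = median of compound wells and 100% = cells with positive control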
# Target sequence (Q8TDV0 whole entry, looked up): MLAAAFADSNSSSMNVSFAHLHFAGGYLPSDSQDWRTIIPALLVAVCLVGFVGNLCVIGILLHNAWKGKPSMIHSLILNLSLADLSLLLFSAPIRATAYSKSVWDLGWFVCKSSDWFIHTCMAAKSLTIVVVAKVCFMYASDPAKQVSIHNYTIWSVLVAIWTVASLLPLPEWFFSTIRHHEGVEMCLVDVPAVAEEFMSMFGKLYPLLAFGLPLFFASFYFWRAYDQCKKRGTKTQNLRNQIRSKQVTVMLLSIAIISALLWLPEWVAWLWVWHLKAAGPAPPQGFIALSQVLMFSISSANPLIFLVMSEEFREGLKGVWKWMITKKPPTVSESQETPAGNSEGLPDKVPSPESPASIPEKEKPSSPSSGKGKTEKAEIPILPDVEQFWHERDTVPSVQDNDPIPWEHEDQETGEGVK
# FBW7 act: FBW7 E3 ligase activators, primary screen, biochemical, AlphaScreen, human; F-box/WD repeat-containing protein 7 (Homo sapiens), Q969H0; AlphaScreen FBW7–phospho-cyclin E peptide binding, activator screen; normalized activity (activation), % at 26.1 µM; hit rate 0.13% among 650,000; AID 1259310, 2017; in the data active = normalized activity above about 1.9%;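 note: purified mutant Fbw7 with reduced substrate affinity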
# Target sequence (Q969H0 whole entry, looked up): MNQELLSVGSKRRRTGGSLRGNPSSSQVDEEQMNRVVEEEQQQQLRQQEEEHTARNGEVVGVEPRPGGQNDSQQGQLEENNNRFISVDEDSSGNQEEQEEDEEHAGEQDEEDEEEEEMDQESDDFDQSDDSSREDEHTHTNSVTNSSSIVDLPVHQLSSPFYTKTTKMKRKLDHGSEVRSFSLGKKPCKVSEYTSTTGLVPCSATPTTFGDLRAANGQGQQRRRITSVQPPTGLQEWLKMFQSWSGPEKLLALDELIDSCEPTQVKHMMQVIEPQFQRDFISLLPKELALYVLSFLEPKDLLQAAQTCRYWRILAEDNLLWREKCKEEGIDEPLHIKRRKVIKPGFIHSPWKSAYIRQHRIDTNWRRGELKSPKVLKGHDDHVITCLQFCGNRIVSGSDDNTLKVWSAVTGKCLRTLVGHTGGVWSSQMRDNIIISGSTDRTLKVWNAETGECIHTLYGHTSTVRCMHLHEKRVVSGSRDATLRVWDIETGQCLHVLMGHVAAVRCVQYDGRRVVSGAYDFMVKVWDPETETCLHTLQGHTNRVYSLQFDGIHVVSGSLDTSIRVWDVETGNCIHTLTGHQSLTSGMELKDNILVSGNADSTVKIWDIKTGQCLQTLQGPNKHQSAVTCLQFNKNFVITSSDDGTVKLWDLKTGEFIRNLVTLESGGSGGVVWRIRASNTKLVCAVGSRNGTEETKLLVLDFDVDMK
# Active calls of the source: *.
# Below each SMILES – FBW7 act	TEAD-YAP block	GPR151 ag	MITF primary
COc1cccc(/C=C2/SC(=Nc3ccccc3)N(c3ccccc3)C2=O)c1OCc1ccccc1Cl
 : 0.0	-8	-1.5	16
Cc1ccc(S(=O)(=O)NCCCc2ccccc2)c2nsnc12
 : 0.7	11	-0.8	14
CC(C)c1cc(C(=O)Nc2c(F)cc(F)cc2Br)no1
 : 0.1	-24	2.1	16
COc1cc(/C=C(\NC(C)=O)C(=O)Nc2cccc(O)c2)ccc1OC(C)=O
 : -0.1	-4	0.8	-6
C=CCn1c(C(CCCC)CC(O)COCC(C)C)n[nH]c1=S (stereo unspecified)
 : 0.2	-9	-0.4	-5
CCC(C)NC(=O)c1ccccc1NC(=O)C(C)N(c1ccc(OC)cc1)S(C)(=O)=O (stereo unspecified)
 : 0.0	-3	0.3	13
CCNC(=O)C(=O)NCC1CCCN1S(=O)(=O)c1ccc(C)cc1 (stereo unspecified)
 : -0.1	-2	6.2*	-1
CCN(CC)c1ccc(C2C3=C(CC(c4ccc(OC)cc4)CC3=O)Nc3ccccc3N2C(C)=O)cc1 (stereo unspecified)
 : -0.2	12	0.5	6
COc1cc2c(cc1OC)C(c1ccccc1)N(C(=O)CSc1cccc[n+]1[O-])CC2 (stereo unspecified)
 : 0.7	1	-2.0	-6
Fc1ccc2nc3[nH]c4ccccc4c3nc2c1
 : -0.1	-38	0.1	0
N#CC1=C(N)C(C#N)(C#N)C(c2ccc([N+](=O)[O-])cc2)C2CCCC=C12 (stereo unspecified)
 : -0.1	9	-1.0	3
CCOc1ccccc1NC(=O)NCCc1ccc(OC)cc1
 : -0.2	6	-0.7	-15
CCOc1ccc(NC(=O)C2C3C=CC4(O3)C2C(=O)N(Cc2ccc(F)cc2)C4C(=O)NC2CCCCC2)cc1 (stereo unspecified)
 : 0.0	11	-1.4	-23
N#Cc1cccc(-c2cccc3ccc(N4CCN(C(=O)C5CC5)CC4)nc23)c1
 : 0.2	2	-1.2	-6
CC(O)CNc1nc2c(c(=O)[nH]c(=O)n2C)n1CCO (stereo unspecified)
 : 0.0	-5	-0.2	-3
CCOC(=O)c1sc(NC(=O)CSc2ncnc3sc(C)c(C)c23)c(C(=O)OCC)c1C
 : -0.1	9	6.4*	10
O=C(Nc1ccc2c(c1)CCC2)c1cc2nc(-c3ccc(Cl)cc3)cc(C(F)(F)F)n2n1
 : -0.1	2	-1.7	-15
O=C(C[n+]1cc(=O)o[nH]1)NC1CCCc2c1cnn2-c1ccc(F)cc1F (stereo unspecified)
 : -0.1	-11	1.0	1
CSc1ccccc1NC(=O)CN(c1cccc2ccccc12)S(C)(=O)=O
 : -0.2	1	-0.2	-4
CCOc1ccc(Br)cc1/C=C1\SC(=O)N(CC)C1=O
 : -0.1	5	0.0	3
NS(=O)(=O)c1ccc(CCNC(=O)c2ccccc2Oc2ccccc2)cc1
 : -0.7	-1	6.7*	-8
COc1ccc(Nc2ncc(C(=O)Nc3cnc4ccccc4c3)c3ccccc23)cc1
 : 0.1	16	1.6	-1
COc1ccc(N2C(=O)CCC(C(=O)N3CCOCC3)C2c2ccc(F)cc2)cc1 (stereo unspecified)
 : 0.0	3	-0.7	-11
C=CCN(c1ccccc1)S(=O)(=O)c1ccc2c(c1)CCN2C(C)=O
 : 0.0	0	0.0	1
COc1ccc(-n2c(C)cn3c4c(=O)n(CC(C)=O)c(=O)n(C)c4nc23)cc1
 : -0.3	1	0.9	-4
O=c1cc(CO)oc(CN2CCN(c3ccccn3)CC2)c1O
 : -0.1	5	2.7	0
Cc1nn(C(=O)c2ccco2)c(C)c1S(=O)(=O)N1CCCCCC1
 : 0.1	-2	-0.1	-5
CCOC(=O)C(C)Oc1cccc2c(=O)n(CC(=O)Nc3cccc4ccccc34)ccc12 (stereo unspecified)
 : 0.3	0	-0.2	5
COc1cc(OC)cc(C(=O)NCCc2cccc(Cl)c2)c1
 : -0.1	14	0.9	3
COC(=O)c1c(C(=O)OC)c2c3ccccc3ccn2c1C(=O)OC
 : 0.7	1	-1.6	8
O=C(Nc1ccc(N2CCOCC2)cc1)c1cccc(-n2cc(NC(=O)C(O)c3ccccc3)cn2)c1 (stereo unspecified)
 : -0.1	-12	-0.5	5
c1ccc(-c2cc(NC3CCCC3)n3cnnc3n2)cc1
 : 0.1	4	-0.7	9
COc1cc(CNc2ccc3ncc(-c4ccccc4)n3n2)cc(OC)c1OC
 : -0.2	-12	-1.2	-17
C=CCSc1nc2[nH]c3ccccc3c2[nH]1
 : -0.2	-20	-0.5	-10
Cc1ccc(/C(O)=C(\C#N)c2nc3ccccc3c(=O)[nH]2)cc1
 : 0.2	-21	0.4	-3
O=C(CSCc1ccccc1)NCCc1ccc(F)cc1
 : -0.2	-19	-0.6	2
CC1=CC2=NC(=O)/C(=C\c3cc(C)n(-c4cccc(Cl)c4C)c3C)C(=N)N2O1
 : -0.1	-3	-0.2	2
CCOC(=O)c1ccc(N2C(=O)CC(N3CCN(C(c4ccc(F)cc4)c4ccc(F)cc4)CC3)C2=O)cc1 (stereo unspecified)
 : 0.0	-2	0.6	2
Cc1ccsc1C(=O)NCC(c1cccs1)N1CCOCC1 (stereo unspecified)
 : 0.0	12	-0.3	-1
Cc1sc(NC(=O)CCC(=O)O)c(C(N)=O)c1C
 : 0.7	2	0.6	-6
OCCOCCNc1ncnc2c1c(-c1ccccc1)cn2-c1ccc(Cl)cc1
 : 0.1	-9	-0.5	-1
COc1ccccc1NCN1C(=O)CSC1=O
 : 0.8	10	-0.8	16
CSc1ccc(-c2ccc(OCc3ccccn3)nc2)cc1
 : 0.1	-23	0.2	14
CCOC(=O)/C(=C/c1ccc(-c2cccc([N+](=O)[O-])c2)o1)C(C)=O
 : 0.2	-1	-0.6	0
Nc1ccc2nc(-c3cccc(O)c3)[nH]c2c1
 : -0.3	42*	-3.3	-3
Cc1cc(=O)[nH]c(N/N=C/c2cc3c(cc2[N+](=O)[O-])OCO3)n1
 : -0.1	11	-0.7	-4
O=C(NC1=NCCS1)c1cc(I)ccc1O
 : 0.2	-71	-0.7	-1
CC1CCN(C(=O)c2ccc(S(=O)(=O)N3CCCC(O)C3)cc2)CC1 (stereo unspecified)
 : 1.5	1	0.0	6
N#Cc1ccccc1Oc1nnnn1-c1ccccc1
 : -0.1	2	0.3	-6
Cc1ccc(NC(=O)C(Cl)Cl)c(C)c1
 : 0.1	16	0.9	-4
CCc1ccc(-c2cc(C(=O)NC(C)(C)C)c3ccccc3n2)cc1
 : 0.0	3	-0.5	5
O=C(C1CCCCC1)N1CCCC(n2nc(-c3cccs3)ccc2=O)C1 (stereo unspecified)
 : -0.1	1	-0.4	12
CCN1CCN(C(c2cc3cc(C)cc(C)c3[nH]c2=O)c2nnnn2CCOC)CC1 (stereo unspecified)
 : 0.0	5	0.0	5
CC(C)(C)NC(=O)COC(=O)c1ccc(Br)o1
 : 0.0	-6	-0.4	12
CCOC(=O)CCn1c(=O)c2c(nc3n(Cc4ccco4)c(C)cn23)n(C)c1=O
 : -0.2	-6	-0.7	-9
COc1cccc(OC)c1CN1CCc2nnc(C(C)NC(=O)C3CCOCC3)n2CC1 (stereo unspecified)
 : -0.1	-13	0.0	3
O=C(Nc1cccc(-c2nc3ccccc3o2)c1)c1ccccc1F
 : 0.0	1	-1.3	-10
CC(C(=O)NCCn1nc(-c2cccs2)oc1=O)n1cnc2ccccc2c1=O (stereo unspecified)
 : -0.1	8	0.3	5
COC(=O)c1cc(NC(=S)N2CCC(O)CC2)cc(C(=O)OC)c1
 : 0.1	5	-0.1	13
Cc1cccc(NC(=O)c2ccc(F)c(S(=O)(=O)NCc3ccc(Cl)c(Cl)c3)c2)c1
 : 0.0	2	2.0	2

# Molecules shown so far containing bromine:
# Below each SMILES – FBW7 act	TEAD-YAP block	GPR151 ag	MITF primary
CC(C)c1cc(C(=O)Nc2c(F)cc(F)cc2Br)no1
 : 0.1	-24	2.1	16
CCOc1ccc(Br)cc1/C=C1\SC(=O)N(CC)C1=O
 : -0.1	5	0.0	3
CC(C)(C)NC(=O)COC(=O)c1ccc(Br)o1
 : 0.0	-6	-0.4	12

# New compounds follow.
# Below each SMILES – FBW7 act	TEAD-YAP block	GPR151 ag	MITF primary
c1cncc(-c2nc(Cc3cccs3)no2)c1
 : -0.1	-32	0.8	3
O=C(CCCN1CCc2ccccc2C(O)(c2ccccc2)C1)c1ccc(F)cc1 (stereo unspecified)
 : 0.0	-4	1.1	5
COc1ccc(N2CCN(c3ncnc4c3c(-c3ccccc3)cn4-c3ccc(Br)cc3)CC2)cc1
 : 0.0	10	1.0	-5
COC(=O)c1cc2cnccc2nc1-c1ccccc1C(F)(F)F
 : -0.1	11	0.0	7
Cc1nnc(Sc2cc(NCCCO)c([N+](=O)[O-])c3nonc23)s1
 : 0.0	-6	-2.3	22
O=C(CCC1CCCN(C2CCOCC2)C1)NCc1ccc(F)c(F)c1 (stereo unspecified)
 : 0.1	6	0.7	3
O=C(O)Cc1ccc(NC(=O)CCN2C(=O)c3ccc([N+](=O)[O-])cc3C2=O)cc1
 : -0.1	2	-0.6	-20
CC(C)Cc1nnc2sc(NC(=O)C3CCCCC3)nn12
 : -0.1	-6	0.3	3
O=C1c2ccc(Oc3ccc([N+](=O)[O-])cc3)cc2C(=O)N1c1c[nH]c(=O)[nH]c1=O
 : 0.0	-1	-0.4	4
C#CCN(CC=C)Cc1c(C(=O)N2CCCC2)nc2sccn12
 : -0.2	4	0.4	2
CSc1ccccc1NC(=O)C1CCCN(c2ccc(-n3ccnc3)nn2)C1 (stereo unspecified)
 : 1.2	0	-2.1	19
Cc1sc2ncn(CC(=O)O)c(=O)c2c1-c1ccc(Br)cc1
 : -0.2	10	-0.8	-17
CC(C)(C)c1ccc(-c2c(C#N)c(N)nc3c2CCCC3)s1
 : 0.8	-19	0.9	10
Cc1cccc(-n2c(C)cc(/C=N/NC(=O)CN3CCOCC3)c2C)c1
 : -0.1	-5	-1.4	0
COc1ccc(CCNC(=O)C(=O)Nc2ccc(Cl)cc2)cc1
 : 0.0	-1	0.7	-2
CCC(=O)c1ccc(OCCn2cnc3ccccc32)cc1
 : 0.1	-8	2.1	2
CCCC(=O)Nc1ccc(NC(=O)c2cccc(Cl)c2)cc1
 : 0.0	-40	1.6	-7
COc1ccc2cc(C(N)=O)c(=Nc3cccc(C#N)c3)oc2c1
 : 0.1	-10	0.8	5
O=C(N[C@H]1C[C@H]2C(=O)N[C@@H](Cc3ccc(Cl)cc3)C(=O)N2C1)c1cccs1
 : -0.2	-6	0.1	-5
Cc1ccc(C2CC(=O)C(C=NCCN3CCN(CC(=O)Nc4cccc(Cl)c4C)CC3)=C(O)C2)cc1 (stereo unspecified)
 : 0.1	-12	0.1	9
Cc1ccc(C(=O)Oc2cccc(N3C(=O)C4C5CCC(C5)C4C3=O)c2)cc1 (stereo unspecified)
 : -0.2	-1	-0.3	-1
NC(=O)c1ccc(-c2nnc(NCc3ccccc3)c3ccccc23)cc1
 : 0.1	-10	3.2	1
COc1ccc(/C=C(/NC(=O)c2ccco2)C(=O)N2CCCCC2)cc1
 : -0.1	-5	-0.4	1
CCOC(=O)c1oc2ccccc2c1NS(=O)(=O)c1ccccc1F
 : 0.1	1	0.7	4
COc1ccc(Cl)cc1C(=O)NCc1ccccc1
 : 0.1	8	0.5	8
COc1ccc(CCNC2CC(=O)N(c3ccc(NC(C)=O)cc3)C2=O)cc1 (stereo unspecified)
 : 0.5	6	0.1	10
Nc1ccccc1SCC(=O)Nc1ccccc1Cl
 : 0.1	-14	-0.5	1
CCCc1nnc(SCC(=O)N2CCCC2)n1C
 : -0.1	1	0.5	-1
CC1=CCC(C(=O)O)C(C(=O)NC2CCCCC2)C1 (stereo unspecified)
 : 0.0	-2	-1.0	5
O=C(COC(=O)c1cccc(NC(=O)C(F)(F)F)c1)c1cccc([N+](=O)[O-])c1
 : -0.1	-2	1.0	12
Cc1ccc(-n2nc3c(c2NC(=O)Cc2cccc4ccccc24)CS(=O)(=O)C3)cc1
 : -0.1	-8	-0.2	3
CC(=O)Nc1ccc(Nc2cc(-c3csc4ccccc34)nc(N)n2)cc1
 : 0.1	-56	-0.2	16
CCCC1(CCC)NC(=O)N(Cn2nnc3ccccc3c2=O)C1=O
 : 0.0	-1	-0.7	5
CCOC(=O)CC(NC(=O)N1CCC(CN2CCOCC2)CC1)c1ccccc1 (stereo unspecified)
 : -0.2	5	0.1	-5
COc1ccc(-c2cn3c(C)csc3n2)cc1OC
 : 0.1	-55	-2.5	8
O=S(=O)(N/N=C/c1ccc2ccccc2c1)c1ccc(Cl)cc1
 : 0.2	1	0.1	10
Cc1cccc(-n2c(Cc3cc(=O)[nH]c(=O)[nH]3)nnc2SCC(=O)N2CCCCC2)c1
 : 0.1	3	-0.4	-2

# Pulled one by one from the entries so far:
# Below each SMILES – FBW7 act	TEAD-YAP block	GPR151 ag	MITF primary
CCOC(=O)CC(NC(=O)N1CCC(CN2CCOCC2)CC1)c1ccccc1 (stereo unspecified)
 : -0.2	5	0.1	-5
Cc1ccc(-n2nc3c(c2NC(=O)Cc2cccc4ccccc24)CS(=O)(=O)C3)cc1
 : -0.1	-8	-0.2	3
CCCC1(CCC)NC(=O)N(Cn2nnc3ccccc3c2=O)C1=O
 : 0.0	-1	-0.7	5
Cc1cccc(-n2c(Cc3cc(=O)[nH]c(=O)[nH]3)nnc2SCC(=O)N2CCCCC2)c1
 : 0.1	3	-0.4	-2
